# RGS4 inhibitor: inhibitors of human regulator of G protein signaling 4 | P49798 | Transcreener GDP fluorescence polarization, RGS4-accelerated GTP hydrolysis | Potency, µM (series often up to 114 µM), without a hit: top-dose activity change, negative = inhibition, actives largely listed as inhibitors | 390,000 tested, 0.039% active | AID 504845; further: potency means the concentration at half of the fitted maximal effect; on the % scale 0 is the no-effect control and ±100 the full control effect; nearly all actives have a fitted effect of over 75% in size; some results filed as inactive show a strong effect at the top dose
# Target sequence (P49798 whole entry, looked up): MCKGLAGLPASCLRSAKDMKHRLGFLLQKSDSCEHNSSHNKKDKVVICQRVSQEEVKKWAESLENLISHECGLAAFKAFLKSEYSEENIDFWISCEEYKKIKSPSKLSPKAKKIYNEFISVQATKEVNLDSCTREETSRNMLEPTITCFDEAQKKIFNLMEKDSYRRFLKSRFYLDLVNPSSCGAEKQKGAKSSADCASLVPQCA
#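 MLSMR compounds (23 nl, pin-transferred) preincubated 10 min at room temperature with a 500nM (2x) first reagent, then RGS4 at 900nM (2x) plus Transcreener GDP mix added; fluorescence polarization (620/688 nm) read before and after 90 min at 30 °C.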
# GRP78 ERSR act: induces the endoplasmic reticulum stress response in human glioma cells; U87-MG GRP78 promoter luciferase reporter, 16 h; 420,000 tested, 0.02% active; Potency, µM, without a hit: at the highest dose activation, actives largely listed as activators; further: potency means the concentration at half of the fitted maximal effect; series mostly up to about 76 µM; % of control where 0% means no effect; nearly all actives have a fitted effect of over 35% in size
#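 ERSR induction read as luciferase luminescence (Bright-Glo, 10 min at room temperature) in stably transfected human U87-MG glioma cells exposed to compounds for 16 h, using GRP78 as sensor.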
# Vif-APOBEC3F blk: Vif-A3F binding inhibition; HeLa A3F-eYFP + Vif (tagged APOBEC3F with the HIV-1 protein that degrades it), YFP fluorescence increase; Potency, µM (series often up to 46.1 µM), inactives show at the highest dose activity, negative = active; 390,000 tested, 0.2% active; AID 602313; further: potency means the concentration at half of the fitted maximal effect; % of control where 0% means no effect; nearly all actives have a fitted effect of over 65% in size
#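 HeLa cells stably expressing A3F-eYFP plus Vif, plated and incubated overnight at 37 deg C, then exposed to compounds overnight at 37 deg C. Blocked degradation read as raised yellow fluorescence (Ex 488/Em 500-530).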
# ALOX12 inh: inhibitors of human 12S-lipoxygenase ALOX12. purified 12hLO, xylenol orange hydroperoxide absorbance. Potency, µM (series often up to 108 µM), without a hit: at the highest dose activity change, negative = inhibition, hits mostly inhibitors. 580,000 tested, 1.1% active; further: potency means the concentration at half of the fitted maximal effect; on the % scale 0 is the no-effect control and ±100 the full control effect
#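 Purified human 12hLO at 150 nM in 25 mM Hepes, 0.01% Triton X-100, pH 7.0, preincubated 15 min at room temperature with compound. Reaction started with 40 uM arachidonic acid, 30 min at room temperature. Hydroperoxide measured by Fe-xylenol orange, 573/405 nm absorbance ratio.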
# Vif-APOBEC3G blk: Vif-A3G binding inhibition. AID 602310. Potency, µM (doses to about 46.1 µM), inactives show top-dose activity, negative = active, hits mostly inhibitors. 410,000 tested, 0.076% active. HeLa A3G-eYFP + Vif (tagged APOBEC3G with the HIV-1 protein that degrades it), YFP fluorescence, overnight;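 further: potency means the concentration at half of the fitted maximal effect; on the % scale 0 is the no-effect control and ±100 the full control effect; nearly all actives have a fitted effect of over 60% in size; hits raise eYFP signal because A3G escapes Vif-driven loss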
# Target sequence (Q9HC16 whole entry, looked up): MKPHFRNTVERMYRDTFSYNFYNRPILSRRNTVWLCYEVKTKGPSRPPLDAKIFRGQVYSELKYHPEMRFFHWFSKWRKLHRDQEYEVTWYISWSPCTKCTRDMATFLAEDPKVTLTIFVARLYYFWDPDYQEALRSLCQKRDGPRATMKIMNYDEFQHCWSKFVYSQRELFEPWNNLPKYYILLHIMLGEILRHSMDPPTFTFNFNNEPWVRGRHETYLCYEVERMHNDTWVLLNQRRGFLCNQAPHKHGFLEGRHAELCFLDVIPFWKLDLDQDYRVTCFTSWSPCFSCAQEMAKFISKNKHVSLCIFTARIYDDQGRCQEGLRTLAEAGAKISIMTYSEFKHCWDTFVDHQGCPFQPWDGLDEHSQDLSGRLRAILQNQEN
#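 HeLa cells stably expressing Vif and C-terminally eYFP-tagged A3G, seeded overnight at 37 deg C, then exposed to compound by pintool overnight at 37 deg C. Rise in yellow fluorescence (Ex 488/Em 500-530, Acumen) marks blocked Vif-driven A3G degradation.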
# D2 antagonist: D2 dopamine receptor (human) antagonism | 340,000 tested, 2% active | HEK293 TREx D2 cells, calcium flux, dopamine EC80 | inhibition, % at 10 µM | P14416; in the data active means inhibition above about 30%; further: 0% is about no effect
# Target sequence (P14416 whole entry, looked up): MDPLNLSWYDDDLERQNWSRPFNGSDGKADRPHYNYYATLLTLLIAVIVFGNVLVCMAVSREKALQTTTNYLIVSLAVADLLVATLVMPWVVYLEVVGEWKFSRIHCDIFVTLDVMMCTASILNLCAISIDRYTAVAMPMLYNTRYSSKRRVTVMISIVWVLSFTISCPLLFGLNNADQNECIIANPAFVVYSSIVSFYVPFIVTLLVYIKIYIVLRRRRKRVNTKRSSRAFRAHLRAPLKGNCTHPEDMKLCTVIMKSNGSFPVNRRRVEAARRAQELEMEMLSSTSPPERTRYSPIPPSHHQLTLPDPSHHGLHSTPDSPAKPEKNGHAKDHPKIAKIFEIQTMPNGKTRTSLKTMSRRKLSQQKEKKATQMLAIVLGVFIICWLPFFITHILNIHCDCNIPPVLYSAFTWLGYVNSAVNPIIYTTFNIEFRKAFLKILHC
#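 Antagonism is scored as inhibition of an EC80 dopamine-evoked calcium signal in a force-coupled, tetracycline-inducible HEK293 T-REx D2 line, with compound present 180 s before agonist.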
# D2 agonist: activates the human D2 dopamine receptor; P14416; HEK293 T-REx D2 cells, calcium flux agonist mode; activation, % at 2 µM; 340,000 tested, 0.53% active;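 active means activation over 3 SD above normal in the single-dose calcium agonist read, cut at about 30% in these data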; further: 0% is about no effect
#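 Tetracycline-induced HEK293 T-REx cells with force-coupled D2 receptor, plated overnight at 30 C, loaded with no-wash calcium dye. After a 10 s baseline, compound was pin-added and calcium flux read kinetically for 180 s; calcium rises flagged agonists.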
# ERG-DNA inh: blocks human ERG Ets domain binding to DNA; Potency, µM (highest dose often 76.9 µM), inactives show at the highest dose FP activity, negative = inhibition, usual class: inhibitors; fluorescence polarization, His-ERG Ets domain / labelled DNA; 370,000 tested, 0.028% active; AID 624246; active means well fitted inhibition curve with a large enough effect in the polarisation, with a control signal flat; inconclusive means small, poorly fitted or top-dose-only effect, or effect the other way, or a change in a side signal; inactive means no such curve, though single readings can be large or run the other way; the % refers to the polarisation;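 further: polarization taken with two DNA probes labelled with fluorescein and Texas red; potency means the concentration at half of the fitted maximal effect; % of control where 0% means no effect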
#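 His-tagged ERG Ets domain (1 uM in the protein solution; 300mM KCl, 50mM Tris-HCl, 1mM EDTA, 1mM DTT, pH 7.5) received compound, then a probe mix of 5 nM fluorescein-DNA and 100nM Texas-615-DNA. Fluorescence polarization was read for both dyes.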
# LDHA block: LDHA (human) enzyme inhibition. P00338. purified LDHA, NADH/diaphorase-resazurin fluorescence; active compounds read low. activity change, % (values are at about 110 or 230 µM). 480,000 tested, 0.15% active. AID 1347041; in the data active means activity change below about -30%; inconclusive means mostly about -25% to -30%;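 further: plate controls were DMSO wells for no effect and wells without enzyme for full effect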
#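 Enzyme activity of human lactate dehydrogenase 5 (2 nM; 0.06 mM NADH, 0.2 mM pyruvate, 5 min, RT) is measured via a resazurin/diaphorase fluorescence readout of residual NADH.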
# Starred values were filed as active, the others as inactive; ? = inconclusive; / = not tested or not shown; & = joins results of further samples; [ ] = another dose, or the depositor's remark. Unless noted, the call rests on the fitted dose curve; in most records, active means well fitted curve in the direction sought with a large enough effect; inconclusive means small, poorly fitted or top-dose-only effect, or another doubt; inactive means no such curve, though single readings can be large; an effect the other way counts as inactive or inconclusive. Only part of the results is shown. The share of hits here may be higher or lower than overall.
SMILES,RGS4 inhibitor,GRP78 ERSR act,Vif-APOBEC3F blk,ALOX12 inh,Vif-APOBEC3G blk,D2 antagonist,D2 agonist,ERG-DNA inh,LDHA block
CCOC(=O)c1c(C)[nH]c(C(=O)OCC(=O)Nc2ccccc2)c1C,3%,0%,0%,202%[activator],1%,-2,0.5,-1%,-5
c1ccc(Oc2nnc(-c3cccs3)c3ccccc23)cc1,19%,-2%,2%,-16%,-9%,5,-0.7,-1%,-7
NC(=O)CCSC(=S)N1CCOCC1,-23%,-5%,-2%,6%,1%,3,0.6,-15%,2
Cc1ccc2c(CC(=O)N(Cc3ccc(N(C)C)cc3)Cc3ccco3)coc2c1C,-23%,-4%,-8%,0%,-2%,/,-1.2,4%,5
O=C1C2CC=C(Cl)CC2C(=O)N1CCc1ccccc1 (centres undefined),30%,4%,-6%,10µM*,0%,-5,2.7,6%,-7
COc1ccc(CCNC(=O)CCNS(=O)(=O)c2cccc3nonc23)cc1OC,-8%,-3%,3%,-16%,1%,17,-0.3,2%,4
COc1cccc(CNC(=O)CS(=O)(=O)Cc2nc(-c3ccc(C)cc3)oc2C)c1OC,28%,3%,-10%,11%,7%,3,0.4,9%,-9
O=C(COc1ccccc1-c1ccccc1)N/N=C/c1ccc2ccccc2c1,2%,13%,?,-23%,-57%,-3,2.0,-14%,-6
O=C(Cc1cc(C(=O)O)c2ccccc2n1)Nc1ccccc1,27%,2%,10%,-6%,-8%,2,0.0,-14%,-4
COc1ccccc1CNC(=O)Cn1ncc2c(=O)oc3ccc(C)cc3c21,-3%,-3%,-7%,?,2%,/,-0.6,2%,0
Cc1cc(=O)c2c(O)c(O)ccc2o1,-16%,?,-9%,?,-4%,-9,2.2,4%,26
CCC(C)N1C(=O)S/C(=C/c2ccc(N3CCOCC3)cc2C)C1=O (centres undefined),-14%,10%,-15%,-6%,-3%,-1,1.2,2%,-3
CN(c1ccc(OCC(=O)NCc2cccnc2)cc1)S(=O)(=O)c1ccc(Cl)cc1,3%,-4%,-24%,2%,2%,4,-0.3,15%,-8
CCOc1nc(-c2ccccc2)ccc1-c1noc(COc2ccccc2)n1,10%,-6%,/,14%,-3%,19,2.5,0%,3
COc1ccc(/C=C2/C(=O)N=C(N)N2C)cc1OC,7%,-2%,?,447%[activator],-8%,15,0.8,4%,-3
O=C(NCc1ccc(OC(F)(F)F)cc1)c1cccc2c1C(=O)c1ccc(N3CCCCC3)cc1S2(=O)=O,-19%,-4%,-73%,-4%,?,/,/,-11%,0
Cc1ccc(S(=O)(=O)N2CCCC2CNC(=O)c2ccc(F)c(F)c2)cc1 (centres undefined),9%,2%,-2%,-14%,1%,-1,1.0,3%,-4
COc1ccc(-n2c(=S)[nH]c3ccccc3c2=S)cc1,-16%,-1%,0%,-2%,-6%,-1,0.5,4%,-1
CSc1ccccc1NC(=O)CN(Cc1ccc(Cl)cc1)S(C)(=O)=O,-31%,0%,1%,-5%,-2%,10,0.0,/,8
COC(=O)c1ccc(N2CCN(C)CC2)c(NC(=O)COc2ccccc2Cl)c1,2%,0%,4%,-6%,-3%,1,-1.0,-7%,-5
Cc1ccc(OCc2nnc(SCC(=O)N3CCOCC3)n2C)cc1,21%,-2%,-3%,17%,1%,9,-1.0,5%,-5
O=C(COC(=O)C1(c2ccc(Cl)cc2)CCCC1)NCc1ccco1,-24%,-5%,8%,-11%,-1%,0,-0.4,4%,-4
O=C(CC1C(=O)NCCN1Cc1cccc(Oc2ccccc2)c1)NCCc1ccccn1 (centres undefined),13%,-5%,-7%,0%,2%,-3,0.2,5%,5
COc1ccc(OC)c(/C=N/NC(=O)c2nnn(-c3nonc3N)c2-c2cccs2)c1,23%,-3%,0%,13%,2%,-2,0.4,1%,-8
Cc1cccc2sc(N(CCCN(C)C)C(=O)COc3ccc(Cl)cc3)nc12,10%,-4%,8%,?,-7%,-9,0.9,-5%,3
Cc1nc(Nc2cccc(Cl)c2)c2oc3ccccc3c2n1,5%,-1%,-28%,?,?,14,-1.5,13%,-2
O=C(COc1ccc(Cl)cc1Cl)Nc1ccc(CN2CCCCC2)cc1,0%,-7%,-15%,?,-4%,16,5.3,-2%,-7
CC(C)C[C@@H](CN1CCC[C@@H]1CN1C(=O)C(=O)NC[C@@H]1Cc1ccccc1)N1C[C@H](Cc2ccc(O)cc2)N(CC2CCCCC2)C(=O)C1=O,0%,7%,0%,0%,-6%,/,/,1%,-4
Cc1cc(N2CCN(C)CC2)nc2ccc(NC(=S)N3CCCCCC3)cc12,-6%,1%,6%,20%,-3%,-8,-0.2,5%,5
COC(=O)[C@]1(Cc2ccccc2)N[C@H](c2ccc(-c3ccc4c(c3)OCO4)cc2)[C@@H]2C(=O)N(C)C(=O)[C@@H]21,9%,6%,0%,-10%,0%,6,0.6,-2%,-2
O=C(NC(=S)Nc1ccc2oc(-c3cccnc3)nc2c1)c1cccc(Cl)c1,-25%,-1%,5%,-12%,-2%,10,0.3,-16%,-8
Cc1ccccc1-c1noc(-c2ccccc2OCC(=O)Nc2cccc([N+](=O)[O-])c2)n1,4%,0%,-5%,-30%,6%,/,-1.6,-4%,1
Cc1cc(C)cc(-n2ncc3c2CCCC3NC(=O)c2cc(C)oc2C)c1 (centres undefined),-18%,-3%,9%,-3%,6%,15,2.0,-4%,-4
COc1cc(OC)cc(C(=O)N2CCN(Cc3ccccc3Br)CC2)c1,12%,-2%,-4%,-31%,1%,13,0.0,10%,-21
NC(CCc1ccccc1)c1csc(NC(=O)Nc2cccc(Cl)c2)n1 (centres undefined),/,-10%,/,?,3%,/,/,/,-11
O=C(NCCCOc1ccc([N+](=O)[O-])cc1Cl)OCc1ccccc1,-21%,-4%,13%,3%,-7%,/,/,0%,0
CCOc1ccccc1NC(=O)CSc1c2c(nc3ccc(Cl)cc13)CCCC2,-27%,-3%,6%,-21%,-24%,/,0.0,3%,-11
COc1ccc(C(=O)CSc2nnc(-c3ccccc3)o2)cc1,-4%,-1%,2%,0%,3%,4,-1.5,-25%,-4
COc1ccccc1N(CC(=O)NCc1ccc2c(c1)OCO2)C(=O)CCC(=O)Nc1nccs1,-19%,2%,5%,-2%,-2%,-2,-0.6,-5%,-13
COc1ccc(CNC(=O)c2c(O)c3cc(OC)c(OC)cc3[nH]c2=O)cc1OC,-17%,-4%,-5%,0%,-1%,-3,-0.2,-1%,-6
COc1ccc(Oc2nnc(-c3ccccc3)cc2C#N)cc1,20%[11.4 µM],2%,-16%,4%,-2%,/,/,?,8
Cc1[nH][nH]c(=O)c1C(c1ccc(F)cc1)c1c(C)[nH][nH]c1=O,?,-2%,-27%,4%,-4%,0,-0.3,-4%,5
O=C(NCC(=O)N1CCN(c2ncccn2)CC1)c1ccc(F)cc1,-21%,1%,2%,7%,0%,8,0.0,0%,-8
CN(C)c1cccc(CNC(=O)c2csc(COCCO)n2)c1,/,-3%,/,?,4%,/,/,/,3
CCc1nc2ccccc2c(C(=O)OC2CCOC2=O)c1C (centres undefined),13%,-4%,/,29%,1%,-15,-1.2,-6%,3
COc1ccc(C2Nc3ccccc3C(=O)N2Cc2ccccc2)cc1COc1ccc([N+](=O)[O-])c(C)c1 (centres undefined),4%,-3%,/,/,0%,/,/,/,-2
Cc1sc2ncnc(SCC(=O)Nc3nc(-c4ccc(F)c(F)c4)cs3)c2c1C,-55%,-3%,-1%,6%,0%,5,-0.3,-2%,-11
COCCNC(=O)C1Nc2ccc(C(F)(F)F)cc2C2C=CCC12 (centres undefined),-2%,0%,-2%,?,2%,/,/,2%,0
O=C(Cn1nc(CNc2ccc(Br)cc2)[n+]2c1CCCCC2)c1ccc([N+](=O)[O-])cc1,6%,-3%,-7%,?,3%,-1,-1.5,-4%,-2
O=C(c1ccccc1)c1c(O)nc(-c2ccccc2)n(-c2ccccc2)c1=O,2%,-1%,-5%,0%,-4%,-4,0.0,-11%,-7
COc1cc(C(=O)OCC(=O)N(C)c2ccccc2)cc(OC)c1OC,5%,-2%,0%,0%,-2%,-8,-0.9,-1%,-12
Cc1c(CNC2CCCC(C)C2C)c(C(=O)O)c(C)n1Cc1ccccc1 (centres undefined),-9%,-2%,-18%,-17%,0%,-9,-0.3,-6%,-12
CCCCCOc1ccc(C(=O)N(Cc2ccccc2)C2CCS(=O)(=O)C2)cc1 (centres undefined),27%,-2%,0%,-21%,4%,/,1.5,0%,-2
O=C(Nc1nnc(S(=O)(=O)N2CCOCC2)s1)c1ccc(F)cc1,-1%&-31%,-3%&1%,5%&7%,15%&-7%,-3%&4%,-2,-0.7&0.0,13%&-1%,-5&-9

# Grouped by structure: the compounds so far with a COOH group.
SMILES,RGS4 inhibitor,GRP78 ERSR act,Vif-APOBEC3F blk,ALOX12 inh,Vif-APOBEC3G blk,D2 antagonist,D2 agonist,ERG-DNA inh,LDHA block
O=C(Cc1cc(C(=O)O)c2ccccc2n1)Nc1ccccc1,27%,2%,10%,-6%,-8%,2,0.0,-14%,-4
Cc1c(CNC2CCCC(C)C2C)c(C(=O)O)c(C)n1Cc1ccccc1 (centres undefined),-9%,-2%,-18%,-17%,0%,-9,-0.3,-6%,-12

# Assay outcomes deposited in PubChem by National Center for Advancing Translational Sciences (NCATS).
